XBP1 UPR activ: adaptive UPR (XBP1) activation | 0.33% of 330,000 active | activation, % at 20 µM | CHO-XBP1 luciferase reporter, IRE1-XBP1 UPR activation, luminescence; percent of tunicamycin response, DMSO as zero;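 active = versus positive control, 20 µM dose yields 30% or more activation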;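 note: 100% = tunicamycin at 10 µg/mL and 0% = DMSO only wells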
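Material: CHO cell line with stable XBP1 luciferase reporter; buffer or medium: F12 medium containing 10% fetal bovine serum; compound: single point, 20 µM final compound, 1% DMSO; incubation: 6 h treatment, 37 °C; measured by: glow luminescence from Steady-Glo reagent; evaluation: activation, % of tunicamycin; control set: tunicamycin high, DMSO low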
Mdm2 MdmX PPI: disrupts the human Mdm2-MdmX interaction. O15151+Q00987. SaOS-2 split-luciferase Mdm2/MdmX complementation, luminescence. inhibition, % at 8 µM. 3% of 330,000 active;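 active = inhibition of at least 50% at 8 µM in the primary screen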
Jurkat NFkB inh: lowers PMA/ionomycin-induced NF-kB signal in Jurkat cells | PMA/ionomycin-induced NF-kB luciferase reporter, luminescence | inhibition, % at 4 µM | 0.53% of 330,000 active | AID 435003; in the data active = inhibition above about 50%
tim23-1 inh: inhibits growth of tim23-1 mutant yeast. inhibition, % at 20 µM. 1.3% of 330,000 active. S. cerevisiae tim23-1 growth, BacTiter-Glo luminescence, 24 h;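 active = growth inhibition of the mutant yeast at or above 50%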;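 note: temperature-sensitive mutant grown at 25 °C; plate controls were DMSO-treated mutant yeast for no effect and medium wells lacking yeast for full effect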
UPR CHOP act: apoptotic UPR (CHOP) activation; activation, % at 10 µM; AID 449763; 0.34% of 330,000 active; CHO-CHOP luciferase reporter, luminescence; percent of tunicamycin response over DMSO baseline;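 active = at 10 µM dose, activation of 40% or more, normalized to positive control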;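 note: 100% = tunicamycin at 10 µg/mL and 0% = DMSO alone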
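System: CHO-CHOP luciferase reporter cell line | Buffer or medium: F12 medium containing 10% fetal bovine serum | Doses: One dose, 10 µM in 0.5% DMSO | Times: 6 h compound exposure at 37 °C after overnight seeding | Signal: Luciferase luminescence | Read-out: % activation vs tunicamycin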
APJ ag: activates the human apelin receptor APJ; 0.11% of 330,000 active; activation, % at 20 µM; P35414; CHO-K1 APJ PathHunter beta-arrestin, luminescence; 0% DMSO wells, 100% apelin;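 active = activation more than six SD over the plate average, tested at 20 µM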;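 note: 0% = DMSO alone and 100% = apelin-13 at 10 nM; some results filed as inactive read as strong as hits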
Target sequence (P35414 whole entry, looked up): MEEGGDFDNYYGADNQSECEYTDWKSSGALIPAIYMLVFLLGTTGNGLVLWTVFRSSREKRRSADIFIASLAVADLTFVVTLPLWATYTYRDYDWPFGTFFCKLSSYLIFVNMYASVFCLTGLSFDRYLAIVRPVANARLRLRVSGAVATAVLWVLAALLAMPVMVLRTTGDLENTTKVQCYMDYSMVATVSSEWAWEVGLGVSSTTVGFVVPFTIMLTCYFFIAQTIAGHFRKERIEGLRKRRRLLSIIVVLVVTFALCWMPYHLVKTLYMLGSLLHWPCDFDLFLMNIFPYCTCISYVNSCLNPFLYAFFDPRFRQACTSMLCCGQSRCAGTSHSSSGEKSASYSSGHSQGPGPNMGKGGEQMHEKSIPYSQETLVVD
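Assay system: CHO-K1 cells stably expressing ProLink-tagged human APJ and arrestin–beta-gal acceptor. Compound dosing: 20 µM single point, 1% DMSO. Times: 16-18 h seeding, 90 min dark compound exposure, 60 min detection. Detection: beta-gal luminescence. Evaluation: APJ–arrestin association signal. Controls: negative DMSO alone, positive Apelin-13 at 10 nM.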
APJ antagonist: blocks the human apelin receptor APJ. P35414. CHO-K1 APJ beta-arrestin complementation, luminescence. inhibition, % at 20 µM. 0.32% of 330,000 active. AID 2521;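 active = inhibition above about 40% at 20 µM, limit read from the data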;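 note: cells challenged with 10 nM apelin-13 agonist together with compound; plate controls were apelin-13 plus DMSO wells for no effect and DMSO wells lacking apelin-13 for full effect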
697 NFkB inh: lowers PMA/ionomycin-induced NF-kB signal in 697 B cells. 697 B-cell NF-kB luciferase reporter, 16 h. inhibition, % at 4 µM. 0.33% of 330,000 active. AID 435022; in the data active = inhibition above about 35%
The depositor's hits bear a star; · = not tested or not shown.

SMILES	XBP1 UPR activ	Mdm2 MdmX PPI	Jurkat NFkB inh	tim23-1 inh	UPR CHOP act	APJ ag	APJ antagonist	697 NFkB inh
Cc1cc(C)cc(NC(=S)N(Cc2cccc(Br)c2)CC2CCC(C(=O)O)CC2)c1 (stereo not given)	-6	4	-13	29	0.7	0	-1	-4
Cc1ccnc(NC(=O)CN(C)S(=O)(=O)c2cccc3nsnc23)c1	2	-10	-11	8	-0.5	0	-13	-4
CCOc1c(CNCc2ccc(C(=O)O)cc2)cccc1OC	-4	-4	8	0	-0.2	-2	-5	12
Cc1cc(Br)ccc1NC(=O)CCSc1ccccc1	-3	-15	-3	24	1.6	-2	-11	-1
CC1Cn2c(COc3ccccc3)nnc2S1 (stereo not given)	0	-15	6	4	0.4	-3	5	6
Cc1ccc(/C(N)=N/OC(=O)CCC2CCCC2)cc1	1	-34	-56	72*	0.2	-1	-22	-33
Cc1nn(C)c(Cl)c1CN1CCCC(CCC(=O)NCc2ccccc2F)C1 (stereo not given)	-3	3	-1	-18	-0.8	-2	-5	13
Cc1ccc(NC(=O)c2ccc3[nH]c(=O)c(=O)[nH]c3c2)nc1	-3	7	-8	1	3.4	5	16	-7
O=C(CSc1ncccn1)NC1CCS(=O)(=O)C1 (stereo not given)	-6	10	15	-3	4.8	7	5	22
Cc1cccc2cc(CN(C(=S)NCC(C)C)C3CCCC3)c(=O)[nH]c12	0	-2	1	31	2.5	-2	-16	-2
CN(c1ccc(C(=O)NC2CC3CCC2C3)cc1)S(C)(=O)=O (stereo not given)	2	-12	-7	12	1.1	-2	4	-14
COC(=O)c1ccc(CSc2ccc(S(=O)(=O)N3CCCCC3)cn2)cc1	12	-8	5	8	-1.1	1	6	-3
COc1ccc(C(=O)N2CCCC(CNC(=O)c3ccc(F)cc3)C2)cc1OC (stereo not given)	-7	-7	-10	2	-1.2	1	2	-8
O=C(COc1ccc(Br)cc1F)N1CCN(c2ncccn2)CC1	-1	5	23	19	-1.2	-2	6	-4
CC(=O)Nc1ccc(NS(=O)(=O)C(F)(F)F)cc1	3	-7	7	-4	-3.6	-1	8	10
COc1ccccc1N1CCN(C(CNC(=O)c2ccco2)c2cccnc2)CC1 (stereo not given)	2	26	4	7	-0.1	1	12	-10
Cn1c(Cn2c(=O)sc3ccccc32)nnc1SCC(=O)Nc1ccccc1	0	12	-9	12	-2.3	-4	-72	-2
CN(Cc1ccccc1)C(=O)CN1C(=O)COc2ccc(S(=O)(=O)N3CCCC3)cc21	-1	-13	-5	12	2.1	-4	13	-39
Cc1c(Cl)c(=O)oc2cc(OCC(=O)NCc3cccs3)ccc12	-2	29	9	4	-1.5	0	-2	13
CCN(CC)S(=O)(=O)c1cc(NC(=O)COC(=O)CCc2nc3ccccc3s2)ccc1C	-1	-9	6	23	-0.8	-4	6	19
O=C(CNC(=O)c1ccco1)NCC(=O)OCc1ccc(C(=O)Oc2ccc(Cl)cc2)cc1	7	25	3	-1	3.8	-4	2	11
COC(=O)C1=C(C(=O)OC)C(c2ccc(OC)c(OC)c2)c2sc(=O)[nH]c2S1 (stereo not given)	0	-1	1	22	-1.1	-3	17	-14
CCOC(=O)c1ccc(N2CSC3=C(C#N)C(c4cccs4)CC(=O)N3C2)cc1 (stereo not given)	3	31	7	8	1.1	2	4	4
Cc1cc(Cl)ccc1OCC(=O)NNC(=O)CCOc1ccccc1	1	26	-9	-10	-1.0	-1	5	4
c1ccc(Cc2noc(CN3CCN(CCOc4ccccc4)CC3)n2)cc1	2	1	-5	1	-3.3	-3	-4	-15
CCN(CC(=O)Nc1cccc(S(=O)(=O)N2CCOCC2)c1)Cc1ccccc1	2	1	1	19	1.9	3	21	0
Cc1ccc2nc(SCC(=O)Nc3cccc(S(=O)(=O)N(C)C)c3)[nH]c2c1	-4	11	-12	24	-0.2	1	-5	-5
CCC(=O)N/C(=N/c1nc(C)cc(C)n1)Nc1ccccc1	1	18	17	25	-0.7	-3	9	15
Cc1ccc(-n2nc3c(=O)n(CCCC(=O)NCc4ccc(C)o4)nc(C)c3c2C)cc1	20	12	23	8	-0.7	-2	16	10
CN1CC(C(=O)Nc2ccc(F)c(Cl)c2)CC1=O (stereo not given)	-2	-5	-10	8	1.9	-1	-2	-4
COC(=O)Cc1ccc2sc(-c3ccccc3)nc2c1	0	-239	-156	32	4.8	-4	0	-93
CC(Sc1ccccc1)C(=O)N1CCN(S(=O)(=O)c2cccc(Br)c2)CC1 (stereo not given)	-1	31	0	29	-0.2	-3	7	5
O=C(c1cccs1)N1CCN=C1SCc1ccccc1	0	-9	-9	29	-1.3	-4	-2	8
Cc1cccc(C)c1NC(=S)N(CCCN1CCN(C)CC1)Cc1cccs1	0	-1	-7	14	-0.1	-3	16	-28
COc1ccccc1C(O)Cc1nc2ccccc2n1C (stereo not given)	3	-23	-42	6	3.5	-6	14	-5
COc1ccccc1-n1c(N)c(C(=O)NCC2CCCO2)c2nc3ccccc3nc21 (stereo not given)	1	26	9	11	-0.8	-2	-4	-19
O=C(Nc1ccccc1F)c1ccc(COc2ccc(Cl)cc2Cl)o1	-2	-9	-4	1	2.3	-4	5	11
O=C(CCC1CCCCC1)Nc1c[nH]c(=O)[nH]c1=O	1	12	-12	7	-1.7	3	-6	-11
O=C(Nc1ccc(Cl)c(S(=O)(=O)N2CCCC2)c1)c1cc(=O)[nH]c2ccccc12	-1	52*	9	-1	0.6	1	-22	13
Cc1nn(Cc2ccccc2Cl)c2sc(C(=O)Nc3nccs3)cc12	5	18	21	10	-1.9	3	-18	14
COC(=O)/C(N=Nc1c(C)n(C)n(-c2ccccc2)c1=O)=C(\C)O	2	-17	-7	9	0.0	-2	7	-5
COC(=O)c1c(C)nc2nonc2c1N	0	9	-3	-4	-2.4	-1	-8	-3
CCOc1ccccc1N1CCN(C/C=C/c2ccc(N(C)C)cc2)CC1	-10	7	2	20	-1.2	-1	-2	12
CCc1ccc(NC(=O)C(CC)Sc2nc3cc4c(cc3c(=O)n2Cc2ccco2)OCO4)cc1 (stereo not given)	106*	81*	14	11	96*	-2	16	18
CN(C)C(=O)CCc1ccc2c3c([nH]c2c1)[C@]1(CCc2ccccc2)[C@@H](C(=O)N2CCCCC2)C[C@H](CC(=O)NCCCn2ccnc2)C(=O)N1CC3	0	16	·	37	4.1	·	·	19

Some of these compounds in order of their number in Jurkat NFkB inh, ascending:
Compound | Jurkat NFkB inh
COC(=O)c1c(C)nc2nonc2c1N | -3
COc1ccccc1-n1c(N)c(C(=O)NCC2CCCO2)c2nc3ccccc3nc21 (stereo not given) | 9
CCc1ccc(NC(=O)C(CC)Sc2nc3cc4c(cc3c(=O)n2Cc2ccco2)OCO4)cc1 (stereo not given) | 14

Full records from above. Order of screens: XBP1 UPR activ	Mdm2 MdmX PPI	Jurkat NFkB inh	tim23-1 inh	UPR CHOP act	APJ ag	APJ antagonist	697 NFkB inh
Shown for `CN(C)C(=O)CCc1ccc2c3c([nH]c2c1)[C@]1(CCc2ccccc2)[C@@H](C(=O)N2CCCCC2)C[C@H](CC(=O)NCCCn2ccnc2)C(=O)N1CC3` : 0	16	·	37	4.1	·	·	19
Shown for `O=C(Nc1ccc(Cl)c(S(=O)(=O)N2CCCC2)c1)c1cc(=O)[nH]c2ccccc12` : -1	52*	9	-1	0.6	1	-22	13
Shown for `CCOc1ccccc1N1CCN(C/C=C/c2ccc(N(C)C)cc2)CC1` : -10	7	2	20	-1.2	-1	-2	12
Shown for `COC(=O)c1c(C)nc2nonc2c1N` : 0	9	-3	-4	-2.4	-1	-8	-3

Later entries:
SMILES	XBP1 UPR activ	Mdm2 MdmX PPI	Jurkat NFkB inh	tim23-1 inh	UPR CHOP act	APJ ag	APJ antagonist	697 NFkB inh
CCCNC(=O)C1CC(=O)N(c2ccc(OCC(=O)Nc3cccc(C)c3C)cc2)C1 (stereo not given)	2	11	-1	8	1.2	-3	-56	3
CN(/N=C/c1ccc2c(c1)OCO2)c1ccccc1	3	-100	-103	17	1.4	-4	11	-121
CC1CC(=O)Nc2ccccc2N1C(=O)COc1ccc2cc(Br)ccc2c1 (stereo not given)	-1	20	0	11	-0.8	-5	0	-6
CCOc1cccc(N2C(=O)CC(N3CCN(c4nc5ccccc5s4)CC3)C2=O)c1 (stereo not given)	-1	28	0	6	2.0	-7	8	-10
COc1ccc(NC(=O)CSc2ccccn2)c([N+](=O)[O-])c1	5	-9	-32	-3	4.8	-2	8	-14
CN(CC1CCCCO1)C(=O)c1cc(COc2ccc(F)cc2Cl)on1 (stereo not given)	-1	-29	-31	19	5.0	2	10	-16
COc1c(Cl)cc(Br)c(OC)c1C(=O)NC(=O)Nc1nc(C)cc(C)n1	3	19	11	2	1.4	-1	1	6
CN1CCN(C(=O)C2CCCN(c3ncnc4c3nc3n4CCCCC3)C2)CC1 (stereo not given)	-3	18	-9	0	0.4	3	4	20
Cc1ccc(C(=O)CSc2nnc(-c3ccncc3)n2C)cc1	-2	23	16	2	1.6	0	0	19
O=C(O)c1cc(-c2cccnc2)nc2ccccc12	-1	14	-1	3	2.6	-2	6	11
CCOC(=O)c1c(C)n(C)c2cc(-c3cccc(C(F)(F)F)c3)c(O)cc12	-1	-23	-13	9	-0.9	-2	-15	-7
COc1cccc(C2(O)CCN(C(=O)C3CCC3)CC2)c1	5	4	10	-1	0.7	-1	-13	-8
COc1ccc(N(CC(=O)N2CCc3ccccc3C2)S(C)(=O)=O)cc1	-1	2	-2	5	-1.1	3	4	0
N#Cc1cnc(Nc2nc3ccccc3o2)nc1-c1ccccc1	1	28	-23	10	4.8	-12	52*	-17
COc1ccccc1-n1cnnc1SCC(=O)NC1CCCCC1	2	-2	12	1	-1.9	-3	7	8

Quoted from the listing.
APJ ag, `CCCNC(=O)C1CC(=O)N(c2ccc(OCC(=O)Nc3cccc(C)c3C)cc2)C1` (stereo not given) reads -3
Mdm2 MdmX PPI, `O=C(Nc1ccccc1F)c1ccc(COc2ccc(Cl)cc2Cl)o1` reads -9
XBP1 UPR activ, `Cc1cccc2cc(CN(C(=S)NCC(C)C)C3CCCC3)c(=O)[nH]c12` reads 0

The results go on:
SMILES	XBP1 UPR activ	Mdm2 MdmX PPI	Jurkat NFkB inh	tim23-1 inh	UPR CHOP act	APJ ag	APJ antagonist	697 NFkB inh
COc1ccc(OC)c(/C=C/C(=O)NC2=NCCS2)c1	1	19	-30	3	1.6	-6	15	5
CCC(C(=O)N1CCC(N2CCCCC2)CC1)n1nc(C)c2sc3ccccc3c2c1=O (stereo not given)	-2	22	10	-9	-2.8	-2	6	-3
Cc1cccc(N2CCN(Cc3oc(CO)cc(=O)c3O)CC2)c1C	-2	3	-4	-4	1.0	-4	-4	-18
Cc1ccc(CCNC(=O)C2CCN(S(=O)(=O)c3ccc4nc5c(c(C(=O)O)c4c3)CCCC5)CC2)cc1	-4	25	-1	9	0.1	-3	-2	-3
COC(=O)C1CSC(C(=O)OC)N1C(=O)Nc1ccc(Cl)c(Cl)c1 (stereo not given)	0	3	1	38	0.1	-4	7	-2
N/C(CN1CCCC1=O)=N\OC(=O)c1ccc(Cl)c(Cl)c1	-1	-1	-30	0	0.7	8	-52	1
CCOc1ccc(NC(=O)CN(C)c2nnnn2-c2ccccc2)cc1OCC	-1	14	-6	-7	-0.7	3	4	-3
Cc1ccc(C)c(NC(=O)c2ccc3c(=O)n4c(nc3c2)CCC4)c1	0	-19	-50	18	6.0	-2	16	-32
COc1cccc(CNC(=O)C(C(=O)NCc2cccc(OC)c2)c2ncc(C(F)(F)F)cc2Cl)c1	2	47	2	-10	0.8	-2	-9	2
Cn1c(=O)c2sccc2n(CC(=O)NCCC2=CCCCC2)c1=O	-2	0	-16	0	0.6	0	-2	7
Cc1cc(C)cc(C(=O)N(Cc2ccco2)c2c(N)n(Cc3ccccc3)c(=O)[nH]c2=O)c1	2	-6	5	17	-1.5	-2	10	5

High-throughput results as filed in PubChem.
